OX1R antag = antagonists of human orexin 1 receptor (OX1R); O43613; actives 1.8% (n = 330,000); OX1R-expressing cells, FRET antagonist read-out; inhibition, % at 6.6 µM; AID 485270; in the data active = inhibition mostly above about 38%, no sharp cut-off; inactive = mostly below about 40%;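 note: 0% = agonist challenge alone and 100% = reference antagonist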
Target sequence (O43613 whole entry, looked up): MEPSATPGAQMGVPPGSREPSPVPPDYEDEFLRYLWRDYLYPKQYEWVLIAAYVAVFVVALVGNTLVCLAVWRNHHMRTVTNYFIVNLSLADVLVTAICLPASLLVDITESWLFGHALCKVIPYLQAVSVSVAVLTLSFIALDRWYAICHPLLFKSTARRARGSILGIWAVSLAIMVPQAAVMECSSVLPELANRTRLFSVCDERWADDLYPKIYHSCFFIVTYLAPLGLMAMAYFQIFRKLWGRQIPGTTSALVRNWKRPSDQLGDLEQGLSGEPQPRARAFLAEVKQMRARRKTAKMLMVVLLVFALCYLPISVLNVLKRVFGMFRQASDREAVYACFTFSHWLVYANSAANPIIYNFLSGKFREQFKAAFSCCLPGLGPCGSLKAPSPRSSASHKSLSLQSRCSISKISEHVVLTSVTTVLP
STK33 inh = inhibitors of human STK33 kinase; Q9BYT3; purified STK33, MBP phosphorylation, ADP-Glo luminescence; inhibition, % at 10 µM; actives 0.073% (n = 320,000); AID 2661;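 active = inhibition at or above 25%, using the most active replicate where run in duplicate; inactive = inhibition below 25%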
Target sequence (Q9BYT3 whole entry, looked up): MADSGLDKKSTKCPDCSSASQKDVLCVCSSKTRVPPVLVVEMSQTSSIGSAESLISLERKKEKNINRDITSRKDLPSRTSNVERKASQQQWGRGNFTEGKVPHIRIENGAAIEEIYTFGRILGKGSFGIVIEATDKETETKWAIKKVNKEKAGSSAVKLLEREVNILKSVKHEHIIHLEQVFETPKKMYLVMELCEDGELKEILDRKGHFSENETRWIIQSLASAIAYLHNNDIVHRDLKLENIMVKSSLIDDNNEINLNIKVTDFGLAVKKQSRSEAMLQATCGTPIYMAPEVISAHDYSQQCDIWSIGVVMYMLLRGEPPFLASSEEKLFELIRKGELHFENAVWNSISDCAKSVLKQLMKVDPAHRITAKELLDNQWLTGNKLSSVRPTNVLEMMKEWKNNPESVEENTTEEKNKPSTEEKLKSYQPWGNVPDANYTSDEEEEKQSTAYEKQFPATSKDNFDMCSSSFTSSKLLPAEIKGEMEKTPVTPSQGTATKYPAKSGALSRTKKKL
KCNQ2 inh = KCNQ2 potassium channel inhibitors, primary screen, cell-based, CHO-K1, FluxOR thallium flux, B-score (AID 2156); 20 min; hits give low values; B-score at 10 µM; actives 1.1% (n = 310,000);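 active = fluorescence ratio B-score at most minus 3 library SDs, with starting brightness B-score within 2 library SDs, cut at about -5.5 in these data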
Active calls of the source: *; i = inactive; / = no result given.

(1) COc1cc(C(=O)NCC(=O)N/N=C\C(C)=C/c2ccccc2)cc(OC)c1OC
  OX1R antag: 11	STK33 inh: 1.2	KCNQ2 inh: i

(2) Cc1ccc(N2CCN(C(=O)NC3CCCCC3)CC2C)cc1 (stereo not given)
  OX1R antag: 6	STK33 inh: 0.2	KCNQ2 inh: i

(3) CCCc1cc(=O)[nH]c(SCC(=O)Nc2cccc(S(=O)(=O)N3CCCCC3)c2)n1
  OX1R antag: 4	STK33 inh: -2.5	KCNQ2 inh: /

(4) Cc1cc(O)c(-c2cc(C(=O)NCCc3ccc(S(N)(=O)=O)cc3)[nH]n2)cc1C
  OX1R antag: 7	STK33 inh: 0.5	KCNQ2 inh: i

(5) Cc1cc(C)nc(Sc2ccc3nnc(C(F)(F)C(F)(F)C(F)(F)F)n3n2)n1
  OX1R antag: 11	STK33 inh: 0.2	KCNQ2 inh: i

(6) Cn1cc(-c2ccccc2C(=O)O)c(=O)c2ccccc21
  OX1R antag: -6	STK33 inh: -1.0	KCNQ2 inh: i

(7) CCN(CC)c1nc(N)nc(N(c2ccccc2)c2ccccc2)n1
  OX1R antag: 11	STK33 inh: -1.2	KCNQ2 inh: i

(8) O=C(C1CCCCC1)N1CCN(c2nc(-c3ccc(F)cc3)cs2)CC1
  OX1R antag: 16	STK33 inh: -0.9	KCNQ2 inh: i

(9) CN(C)S(=O)(=O)c1ccc(N2CCCC2)c(C(=O)NCc2cccc(C(F)(F)F)c2)c1
  OX1R antag: 23	STK33 inh: -0.1	KCNQ2 inh: i

(10) CC1CCc2c(nc3ncnn3c2NCCc2ccccc2F)C1 (stereo not given)
  OX1R antag: 51	STK33 inh: -0.1	KCNQ2 inh: i

(11) CCN(CC)c1ccc(NC(=O)CCCCC(=O)Nc2ccc(N(CC)CC)cc2)cc1
  OX1R antag: 6	STK33 inh: -1.8	KCNQ2 inh: i

(12) CCC(C(=O)Nc1ccc(C(=O)Nc2ccccc2C(=O)O)cc1)c1ccccc1 (stereo not given)
  OX1R antag: /	STK33 inh: -0.6	KCNQ2 inh: i

(13) O=C(Nc1ccc2c(c1)CCC2)c1cnn2c1NC(c1ccco1)CC2C(F)(F)F (stereo not given)
  OX1R antag: 34	STK33 inh: 1.3	KCNQ2 inh: /

(14) CC(C)(C)c1ccc(C(=O)N/C(=C\c2ccco2)C(=O)O)cc1
  OX1R antag: 20	STK33 inh: 1.4	KCNQ2 inh: i

(15) N#Cc1ccc(CSc2nnc(-c3cccc(S(=O)(=O)N4CCCCC4)c3)o2)cc1
  OX1R antag: 18	STK33 inh: -1.5	KCNQ2 inh: i

(16) O=C(CSc1ncnc2c1oc1ccccc12)Nc1cccc(Cl)c1
  OX1R antag: 16	STK33 inh: -1.6	KCNQ2 inh: i

(17) CCCCNC(=O)C(C#N)c1nc2ccccc2nc1N1CCN(c2ccccc2F)CC1 (stereo not given)
  OX1R antag: 24	STK33 inh: -1.9	KCNQ2 inh: i

(18) CC(C)N(C(=O)N1CCC(c2nc(-c3ccncc3)no2)CC1)C(C)C
  OX1R antag: 4	STK33 inh: 0.7	KCNQ2 inh: i

(19) CCCn1c(NC(=S)Nc2ccccc2)nc2ccccc21
  OX1R antag: 1	STK33 inh: -0.6	KCNQ2 inh: i

(20) CCCN(Cc1cc2cc(C)ccc2[nH]c1=O)C(=O)c1ccccn1
  OX1R antag: 10	STK33 inh: 0.1	KCNQ2 inh: i

(21) O=C(/C=C/c1ccncc1)c1cc(Cl)ccc1O
  OX1R antag: -4	STK33 inh: 0.9	KCNQ2 inh: i

(22) O=C(N[C@H](Cc1ccc(Cl)cc1)C(=O)O)OCC1c2ccccc2-c2ccccc21
  OX1R antag: 48	STK33 inh: 1.7	KCNQ2 inh: i

(23) Cn1nc(OCCOc2ccccc2)ccc1=O
  OX1R antag: 13	STK33 inh: -0.8	KCNQ2 inh: i

(24) CC1CCN(CC(=O)NC2CCCCC2)CC1
  OX1R antag: -8	STK33 inh: -3.2	KCNQ2 inh: i

(25) CCOC(=O)c1[nH]cnc1C(=O)Nc1ccccc1OC
  OX1R antag: 20	STK33 inh: 0.3	KCNQ2 inh: i

(26) NC(=O)[C@@H]1CC2(CC(c3cccc(NC(=O)CC(c4ccccc4)c4ccccc4)c3)=NO2)CN1C(=O)[C@@H]1CCC(=O)N1 (stereo not given in full)
  OX1R antag: 16	STK33 inh: -0.1	KCNQ2 inh: i

(27) Cc1ccc2nc(-c3cccc(S(=O)(=O)N4CCCC4)c3)cn2c1
  OX1R antag: 7	STK33 inh: -1.9	KCNQ2 inh: i

(28) CCN=C1SC(CC(=O)NC(N)=O)C(=O)N1CC (stereo not given)
  OX1R antag: 12	STK33 inh: -1.1	KCNQ2 inh: i

(29) CCOc1ccc(S(=O)(=O)N2CCN(Cc3ccc4c(c3)OCO4)CC2)cc1C
  OX1R antag: 7	STK33 inh: -1.8	KCNQ2 inh: i

(30) COc1ccc(CN2CCN(C(=O)c3ccc(-c4ccccc4)cc3)CC2)c(OC)c1OC
  OX1R antag: 1	STK33 inh: 0.7	KCNQ2 inh: i

Rewritten bar-delimited: entries from further up
No. | SMILES | OX1R antag | STK33 inh | KCNQ2 inh
29 | CCOc1ccc(S(=O)(=O)N2CCN(Cc3ccc4c(c3)OCO4)CC2)cc1C | 7 | -1.8 | i
16 | O=C(CSc1ncnc2c1oc1ccccc12)Nc1cccc(Cl)c1 | 16 | -1.6 | i
28 | CCN=C1SC(CC(=O)NC(N)=O)C(=O)N1CC (stereo not given) | 12 | -1.1 | i
24 | CC1CCN(CC(=O)NC2CCCCC2)CC1 | -8 | -3.2 | i
23 | Cn1nc(OCCOc2ccccc2)ccc1=O | 13 | -0.8 | i

Continued.
(31) N#Cc1c(N2CCCCC2)nc(N2CCCCC2)c2c1CCN(Cc1ccccc1)C2
  OX1R antag: 10	STK33 inh: -1.0	KCNQ2 inh: i

(32) O=C(CCCC(=O)N1CCN(c2ccccc2F)CC1)c1ccccc1
  OX1R antag: 4	STK33 inh: -0.1	KCNQ2 inh: i

(33) Cc1cc(C)n(-c2ccc(Cl)c(C(=O)O)n2)n1
  OX1R antag: 14	STK33 inh: -2.5	KCNQ2 inh: i

(34) CN(C)S(=O)(=O)c1ccc(Cl)c(NC(=O)COC(=O)CCC2CCCCC2)c1
  OX1R antag: 0	STK33 inh: -2.4	KCNQ2 inh: /

(35) Cc1ccc(S(=O)(=O)NCC(=O)N(CC(=O)NCc2ccco2)Cc2ccccc2)cc1
  OX1R antag: 15	STK33 inh: 0.4	KCNQ2 inh: i

(36) CCN(CC)C(=S)Nc1ccc(OC(F)F)cc1
  OX1R antag: 18	STK33 inh: -2.8	KCNQ2 inh: i

(37) CC1CC(C)(C)NC(=S)N1CC(=O)NCc1ccccc1Cl (stereo not given)
  OX1R antag: 16	STK33 inh: -1.2	KCNQ2 inh: i

(38) CCn1c(C)nc2cc(C(=O)NNC(=O)CN(C)S(=O)(=O)c3ccc(NC(C)=O)cc3)ccc21
  OX1R antag: -1	STK33 inh: -1.3	KCNQ2 inh: /

(39) COc1ccc(CNC(=O)C2CCCN(c3nccc(C)n3)C2)cc1 (stereo not given)
  OX1R antag: 25	STK33 inh: -1.2	KCNQ2 inh: i

(40) COc1ccc(CN(C)CC(O)COC(c2ccc(OC)cc2)c2ccc(OC)cc2)cc1 (stereo not given)
  OX1R antag: 4	STK33 inh: 2.2	KCNQ2 inh: i

(41) O=C(CN1CCN(c2ccccc2)CC1)Nc1scc2c1c(=O)oc1ccccc12
  OX1R antag: 8	STK33 inh: -2.4	KCNQ2 inh: i

(42) N#CCCn1nc(Cc2cccc3ccccc23)c(C#N)c1N
  OX1R antag: 20	STK33 inh: -0.5	KCNQ2 inh: i

(43) CN(CC(=O)Nc1ccc(Cl)cc1)C(=O)CNC(=O)c1ccc2ccccc2c1
  OX1R antag: 15	STK33 inh: -1.1	KCNQ2 inh: i

(44) Cc1ccnc(NC(=O)CCC(=O)N(CC(=O)NCc2ccc(F)cc2)c2cccc(F)c2)c1
  OX1R antag: 17	STK33 inh: -0.8	KCNQ2 inh: i

(45) CC(NC(=O)CCc1c[nH]c2ccccc12)c1ccccc1 (stereo not given)
  OX1R antag: 22	STK33 inh: -3.7	KCNQ2 inh: i

Values by screen from above.
Entries 34 to 40 in STK33 inh read -2.4, 0.4, -2.8, -1.2, -1.3, -1.2, 2.2
Entries 34 to 40 in KCNQ2 inh read /, i, i, i, /, i, i
Entries 34 to 40 in OX1R antag read 0, 15, 18, 16, -1, 25, 4

Molecules listed so far that have a furan ring, fused or not (4):
(13) O=C(Nc1ccc2c(c1)CCC2)c1cnn2c1NC(c1ccco1)CC2C(F)(F)F (stereo not given)
  OX1R antag: 34	STK33 inh: 1.3	KCNQ2 inh: /

(14) CC(C)(C)c1ccc(C(=O)N/C(=C\c2ccco2)C(=O)O)cc1
  OX1R antag: 20	STK33 inh: 1.4	KCNQ2 inh: i

(16) O=C(CSc1ncnc2c1oc1ccccc12)Nc1cccc(Cl)c1
  OX1R antag: 16	STK33 inh: -1.6	KCNQ2 inh: i

(35) Cc1ccc(S(=O)(=O)NCC(=O)N(CC(=O)NCc2ccco2)Cc2ccccc2)cc1
  OX1R antag: 15	STK33 inh: 0.4	KCNQ2 inh: i

Next section.
(46) CCc1ccc(NC(=O)CC2NCCNC2=O)cc1 (stereo not given)
  OX1R antag: 1	STK33 inh: -2.8	KCNQ2 inh: i

(47) COc1ccc(NC(=O)CN(C)C(=O)C2CCCO2)cc1 (stereo not given)
  OX1R antag: 2	STK33 inh: -1.6	KCNQ2 inh: /

(48) CC1CCCCN1C(=O)C1CCN(c2nc(-c3ccccc3)nc3c2CCC3)CC1 (stereo not given)
  OX1R antag: 21	STK33 inh: -0.6	KCNQ2 inh: i

(49) CSc1sc(C(=O)NNC(C)=O)c2c1C=CCC2
  OX1R antag: 2	STK33 inh: 0.6	KCNQ2 inh: i

(50) Cc1ccc2c(CC(=O)OC(C)C(=O)Nc3ncc(Cl)cc3Cl)coc2c1 (stereo not given)
  OX1R antag: 8	STK33 inh: /	KCNQ2 inh: i

(51) COC(=O)C1=C(C(=O)OC)[C@@H]2N(C)c3ccccc3[C@@]23C[C@@H](CO)N(C(=O)C2CCC2)C3=N1
  OX1R antag: 6	STK33 inh: -1.3	KCNQ2 inh: i

(52) CN(C)Cc1cc(C(C)(C)C)c(O)c(C(C)(C)C)c1
  OX1R antag: 20	STK33 inh: -0.7	KCNQ2 inh: i

(53) CCCn1nc(NC(C)=O)c2cc3cccc(C)c3nc21
  OX1R antag: 5	STK33 inh: -2.0	KCNQ2 inh: i

(54) O=C(Nc1cccnc1)c1cc(-c2ccccc2)on1
  OX1R antag: 44	STK33 inh: -1.4	KCNQ2 inh: i

(55) O=C(CCNS(=O)(=O)c1ccccc1)N1CCOCC1
  OX1R antag: 1	STK33 inh: -0.5	KCNQ2 inh: i

(56) CCOc1cc(/C=N/Nc2nc(=O)[nH]nc2C)ccc1O
  OX1R antag: 21	STK33 inh: 3.3	KCNQ2 inh: i

3 compounds out of the list above, arranged by their value in OX1R antag, lowest first:
(27) Cc1ccc2nc(-c3cccc(S(=O)(=O)N4CCCC4)c3)cn2c1
  OX1R antag: 7	STK33 inh: -1.9	KCNQ2 inh: i

(23) Cn1nc(OCCOc2ccccc2)ccc1=O
  OX1R antag: 13	STK33 inh: -0.8	KCNQ2 inh: i

(22) O=C(N[C@H](Cc1ccc(Cl)cc1)C(=O)O)OCC1c2ccccc2-c2ccccc21
  OX1R antag: 48	STK33 inh: 1.7	KCNQ2 inh: i

Assay outcomes from PubChem BioAssay.
